TRPC6 act: activates the mouse TRPC6 cation channel; B-score at 10 µM; HEK293-TRPC6 membrane potential dye fluorescence; stronger effect = higher value; AID 2550; Q61143; hit rate 0.13% among 310,000;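 active = B-score of the integrated fluorescence ratio above library mean plus 3 SD, and starting fluorescence ratio within library mean plus 5 SD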;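 also: higher score means more depolarization so channel activation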
TRPC6 inhibitor: mouse TRPC6 channel inhibition | Q61143 | HEK293-TRPC6, membrane potential dye, ACh-evoked depolarization; stronger effect = lower value | B-score at 10 µM | hit rate 1.1% among 310,000;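 active = B-score under library mean minus 3 SD, initial fluorescence not abnormally high, positive integrated signal ratio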;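 also: B-score derived from integrated fluorescence ratio over the kinetic read; more negative B-score means stronger inhibition of depolarization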
TRPC4 block: inhibitors of mouse TRPC4 channel. B-score at 10 µM. Q9QUQ5. AID 2247. hit rate 0.39% among 300,000. HEK293 TRPC4beta/mu-opioid, DAMGO-evoked Fluo4 calcium flux; stronger effect = lower value;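 active = B-score over 3 SD under the library average, no early fluorescence shift, positive overall ratio signal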
Target sequence (Q9QUQ5 whole entry, looked up): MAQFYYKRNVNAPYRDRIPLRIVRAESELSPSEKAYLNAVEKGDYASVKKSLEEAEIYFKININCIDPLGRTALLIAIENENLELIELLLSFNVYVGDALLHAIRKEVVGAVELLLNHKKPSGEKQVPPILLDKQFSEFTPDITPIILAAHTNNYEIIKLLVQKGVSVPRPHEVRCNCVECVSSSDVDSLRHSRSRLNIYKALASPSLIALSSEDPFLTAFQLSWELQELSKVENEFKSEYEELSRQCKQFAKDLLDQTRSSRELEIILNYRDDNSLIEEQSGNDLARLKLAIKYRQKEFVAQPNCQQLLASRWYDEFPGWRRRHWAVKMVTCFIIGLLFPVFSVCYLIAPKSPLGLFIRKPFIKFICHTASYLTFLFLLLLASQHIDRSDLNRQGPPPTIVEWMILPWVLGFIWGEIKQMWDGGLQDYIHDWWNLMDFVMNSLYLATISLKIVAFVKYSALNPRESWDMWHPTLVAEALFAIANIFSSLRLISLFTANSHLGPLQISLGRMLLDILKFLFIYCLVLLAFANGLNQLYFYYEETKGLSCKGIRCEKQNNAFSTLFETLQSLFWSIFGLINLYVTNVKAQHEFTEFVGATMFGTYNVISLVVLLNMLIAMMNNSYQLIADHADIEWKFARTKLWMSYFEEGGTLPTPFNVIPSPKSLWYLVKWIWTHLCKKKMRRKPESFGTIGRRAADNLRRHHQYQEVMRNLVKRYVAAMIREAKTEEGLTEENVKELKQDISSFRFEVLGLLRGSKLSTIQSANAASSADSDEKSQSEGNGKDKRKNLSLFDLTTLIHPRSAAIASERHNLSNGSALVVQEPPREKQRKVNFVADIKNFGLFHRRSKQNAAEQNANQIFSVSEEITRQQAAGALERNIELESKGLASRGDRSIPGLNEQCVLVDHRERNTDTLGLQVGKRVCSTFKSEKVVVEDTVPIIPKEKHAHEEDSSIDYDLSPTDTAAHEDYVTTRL
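material = TRPC4beta/mu-opioid receptor HEK293 cell line | probe or stimulus = sequential submaximal and maximal DAMGO stimulation | compound dosing = one concentration per compound | measured by = Fluo4 Ca2+ flux fluorescence | evaluation = integrated fluorescence ratio relative to baseline, converted to per-well B score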
HIF activator: HIF pathway transcriptional activation; hit rate 0.32% among 300,000; AID 1910; U2OS HRE-luciferase reporter, luminescence; normalized: DMSO 0%, desferrioxamine 100%; activation, % at 7.5 µM (by protocol);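 active = mean activation of at least 10% of the iron chelator positive control signal, with at least half of replicates also reaching 10%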
SKKanGAS inh: blocks kanamycin growth of S. pyogenes SKKanGAS strain | BacTiter-Glo, 6 h | inhibition, % at 7.5 µM | hit rate 1.3% among 300,000;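 active = mean replicate score, as percent of positive control median, at least 50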;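 also: strain carries kanamycin resistance gene driven by streptokinase promoter and grows in 40 µg/ml kanamycin; loss of luminescence reflects streptokinase promoter inhibition or plain growth inhibition; 0% = median of DMSO wells and 100% = positive control at its reference dose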
Platelet DG rel: modulates dense granule release in human platelets | hit rate 0.22% among 300,000 | inhibition, %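 (compounds screened at 7.5 µM in platelet-rich plasma)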 | human platelet-rich plasma, SFLLRN dense granule ATP release, luminescence | AID 1663;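 active = mean replicate score, as percent of positive control, at or above 50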
RGS4 inh: inhibitors of human RGS4. HEK293 M3R/RGS4 inducible, Fluo-4 calcium flux; stronger effect = higher value; triggered by carbachol at its EC20. hit rate 0.45% among 310,000. B-score at 10 µM. P49798;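 active = B-score, a plate-corrected calcium signal, over three deviations above library mean, with baseline fluorescence within five deviations of library mean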;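 also: RGS4 expression induced by doxycycline in cells with stable M3 receptor; B-score is computed from the integrated fluorescence ratio over baseline after carbachol; higher B-score means a larger calcium signal and so more RGS4 inhibition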
MrgX1 antag: antagonists of human MrgX1 receptor. MRGX1-HEK293 calcium flux, Fluo-4, BAM8-22 antagonism; stronger effect = lower value. B-score at 10 µM. Q96LB2. hit rate 1.3% among 310,000;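 active = calcium-response B-score plate-corrected more than 3 library SD below zero, starting fluorescence within 5 deviations, no agonist response on first addition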;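 also: peak minus trough fluorescence over baseline after final BAM8-22 challenge near maximal dose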
MrgX1 agonist: human MrgX1 receptor agonism, primary screen; Q96LB2; MrgX1-HEK293 cells, Fluo-4 calcium fluorescence, agonist mode; stronger effect = higher value; B-score at 10 µM; hit rate 0.44% among 310,000; AID 588627;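 active = calcium response B-score plate-corrected fluorescence ratio at least 3 library SD, with starting fluorescence B-score inside 5 SD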
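times = overnight plating, then 30 min 37 °C plus 30 min room-temperature dye loading | assay system = stable human MrgX1 HEK293 cell line | input = fifteen thousand cells per well | signal = kinetic calcium dye fluorescence, Fluo-4 NW | dosing = compound delivered in addition one of three | read-out = B-scored fluorescence response ratio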
RGS4 pot: RGS4 potentiation or activation | hit rate 0.92% among 310,000 | HEK293 M3R/inducible RGS4, carbachol calcium flux Fluo4; stronger effect = lower value | B-score at 10 µM;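 active = B-score of the integrated calcium signal more than 4 SD below the library mean, with starting fluorescence not abnormally high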;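 also: negative B-score means reduced calcium response which marks RGS4 activation or potentiation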
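Test system: HEK293 cells with stable M3R and inducible RGS4; also added: carbachol at ECmax as muscarinic agonist stimulus; schedule: dye loading 30 min 37 °C, buffer rest 30 min RT; technique: kinetic calcium fluorescence imaging with Fluo4-AM dye, 2 µM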
MrgX1 allo act: allosterically activates human MrgX1 receptor signaling. hit rate 0.63% among 310,000. AID 588675. B-score at 10 µM. Q96LB2. MrgX1-HEK293, Fluo-4 calcium flux, FDSS; stronger effect = higher value;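 active = plate-corrected calcium response at least 3 library SD above typical, normal starting fluorescence, not activating the receptor alone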;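 also: compound read alongside a low EC10 to EC30 dose of BAM8-22 agonist; peak minus trough fluorescence over baseline measured at the second addition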
* hit, by the source's call; i = inactive; · = not tested or not shown.

Every second line gives: TRPC6 act | TRPC6 inhibitor | TRPC4 block | HIF activator | SKKanGAS inh | Platelet DG rel | RGS4 inh | MrgX1 antag | MrgX1 agonist | RGS4 pot | MrgX1 allo act
- OCC1(CCOc2ccccc2)CCN(Cc2ccc(OC(F)F)cc2)CC1
  i | i | i | 0.0 | -4 | 4 | i | i | i | i | i
- CCN1/C(=C2\OC(=S)N(C)C2=O)C=Cc2ccccc21
  i | i | i | -0.1 | -2 | -1 | i | i | i | i | i
- COc1ccc(C(=O)N2CCc3ccc(NC(=O)c4ccccn4)cc3C2)cc1F
  i | i | i | 2.6 | 7 | -6 | i | · | · | i | ·
- Cc1ccc(C2(C)NC(=O)N(CC(=O)Nc3ccccc3C(=O)N3CCCCC3)C2=O)cc1 (stereo not drawn)
  i | i | i | -5.1 | 1 | 3 | i | i | i | i | i
- Cc1ccc(C)c(NC(=O)CN(C)C(=O)CSC(C)C(=O)Nc2cc(C)on2)c1 (stereo not drawn)
  i | i | i | -0.1 | 1 | -4 | i | i | i | i | i
- CC(C)C[C@H](NC(=O)[C@H](Cc1ccccc1)n1c(=O)[nH]c2ccccc2c1=O)C(=O)N1CCC[C@@H]1C(=O)O
  i | i | i | 0.1 | 3 | 0 | i | i | i | i | i
- Fc1ccc(Oc2nccc(-c3ccc(Cl)cc3)n2)cc1
  i | i | i | 0.3 | -7 | 3 | i | i | i | i | i
- CC1CCC(NC(=O)C2CCN(S(=O)(=O)c3ccc4nc5c(c(C(=O)O)c4c3)CC(C)CC5)CC2)CC1 (stereo not drawn)
  i | i | i | -0.5 | -9 | 13 | i | i | i | i | i
- CSc1ccc(C(=O)C2CCCN(C(=O)CCCn3cncn3)C2)cc1 (stereo not drawn)
  i | i | i | 1.2 | 2 | 2 | i | i | i | i | i
- CC(C)NC(=O)C(Cc1ccccc1)N1C(=O)c2ccccc2C1=O (stereo not drawn)
  i | i | i | 0.0 | 0 | -5 | i | i | i | i | i
- O=C(/C=C/c1ccc([N+](=O)[O-])cc1)N1CCN(Cc2ccccc2)CC1
  i | i | i | 0.3 | 0 | -2 | i | i | i | i | i
- CC(C)(C)NS(=O)(=O)c1ccc(Oc2ncc(C(F)(F)F)cc2Cl)cc1
  i | i | i | 0.1 | 4 | 4 | i | i | i | i | i
- COc1ccc(N2C(=O)CC(NNc3nc4ccccc4s3)C2=O)cc1 (stereo not drawn)
  i | i | i | 0.4 | 1 | 2 | i | i | i | i | i
- CCOC(=O)C1(Cc2ccccc2C)CCCN(C(=O)c2cc(CC)nn2C)C1 (stereo not drawn)
  i | i | i | -1.2 | -7 | -2 | i | i | i | i | i
- O=C(Nc1ccc(F)cc1)Nc1nnc(Cc2ccccc2)s1
  i | i | i | 0.8 | -2 | -4 | i | i | i | i | i
- O=C(OCc1c(F)cccc1Cl)c1cnc2ccccc2n1
  i | i | i | 0.0 | 3 | 4 | i | i | i | i | i
- COc1ccc(/C=N/NC(=S)Nc2cccc(C(=O)O)c2)cc1
  i | i | i | -0.4 | 6 | 1 | i | i | i | i | i
- O=C(O)c1ccccc1C(=O)N1CCN(c2ncccn2)CC1
  i | i | i | -21 | -1 | -6 | i | i | i | i | i
- CCOC(=O)N1CCN(S(=O)(=O)c2ccc3c(c2)SC(C)C(=O)N3)CC1 (stereo not drawn)
  i | i | i | -0.7 | -2 | -1 | i | i | i | i | i
- CN(c1ccc(C(=O)N2CCOCC2)cc1)S(=O)(=O)c1ccc(Cl)cc1
  i | i | i | -0.1 | 1 | 3 | i | i | i | i | i
- CCCn1nnnc1NCc1c(Cl)cccc1Cl
  i | i | i | -0.4 | -3 | 7 | i | i | i | i | i
- COc1cc(S(=O)(=O)N2CCOCC2)ccc1NC(=O)CN1c2cccc3cccc(c23)S1(=O)=O
  i | i | i | -0.4 | 4 | 8 | i | -8.4* | i | i | i
- C=CCN(CC=C)Cc1c(O)ccc2c(=O)c(-c3ccccc3)coc12
  i | i | i | 0.3 | -6 | 3 | i | i | i | i | i
- Cc1cccnc1NC(=O)CCNS(=O)(=O)c1ccc2c(c1)c(=O)n(C)c(=O)n2C
  i | i | i | -0.3 | 4 | 4 | i | i | i | i | i
- CCOc1ccc(-n2c(C)c(C(C)=O)c3cc(O)ccc32)cc1
  i | i | i | -0.2 | 3 | -19 | i | i | i | i | i
- Cc1ccc(C(=O)NCCCNC(=O)COc2ccccc2Cl)cn1
  i | i | i | -1.1 | -5 | -3 | i | i | i | i | i
- CCn1cnc2c1c(=O)n(CC(=O)Nc1ccc(C(N)=O)cc1)c(=O)n2Cc1ccccc1
  i | i | i | -0.2 | -8 | 39 | i | i | i | i | i
- COc1cc(C(=O)N2CCC(NC(=O)C(Cc3ccc(C)cc3)NC(C)=O)CC2)cc(OC)c1OC (stereo not drawn)
  i | i | i | -0.1 | -3 | -5 | i | i | i | i | i
- CC1Cc2ccccc2N1Cc1cccc(S(=O)(=O)N(C)C)c1 (stereo not drawn)
  i | i | i | -0.1 | 13 | 1 | i | i | i | i | i
- CC(=O)Oc1ccc(C(=O)Nc2ccc(S(=O)(=O)N3CCOCC3)cc2)cc1
  i | i | i | 0.3 | 1 | -1 | i | i | i | i | i
- CN(Cc1ccon1)C(=O)C1CCC(=O)N(Cc2ccc(Cl)cc2)C1 (stereo not drawn)
  i | i | i | -0.4 | -1 | -4 | i | i | i | i | i
- CCCNC(=O)c1ccc(N2CCC3(CC2)CC(c2cccc(Br)c2)=NO3)c([N+](=O)[O-])c1
  i | i | i | -0.9 | 30 | -6 | i | i | i | i | i
- Nc1ccc(Nc2ccccc2)c(S(=O)(=O)O)c1
  i | i | i | -0.4 | -6 | -4 | i | i | i | i | i
- CC(C)Cc1c(O)nc(SCC(=O)N2CCCCCC2)[nH]c1=O
  i | i | i | 0.2 | 2 | 11 | i | i | i | i | i
- COc1ccc2c(c1)c1nnc(SCC(=O)N3C(C)CCCC3C)nc1n2C (stereo not drawn)
  i | i | i | -0.1 | 4 | 0 | i | i | i | i | i
- Cc1cc(O)ccc1NC(=O)CCN1C(=O)c2ccc([N+](=O)[O-])cc2C1=O
  i | i | i | -0.2 | 2 | 1 | i | i | i | i | i
- COc1ccc(-c2noc(CN3CCCCC3)n2)cc1OC
  i | i | i | -0.1 | 0 | 9 | i | i | i | i | i
- COc1ccc(CCNc2ccc(C(CC(N)=O)NC(=O)c3ccc(Br)cc3)cc2[N+](=O)[O-])cc1 (stereo not drawn)
  i | i | i | -0.5 | 6 | 2 | i | i | i | i | i
- O=c1c2ccccc2oc2nc(-c3ccco3)n(Cc3ccccc3)c(=O)c12
  i | i | i | 2.2 | 21 | 4 | i | i | i | i | i
- CC(Oc1cccc(Cl)c1)C(=O)N(C)CC(=O)Nc1ccc(N2CCOCC2)cc1 (stereo not drawn)
  i | i | i | -0.2 | 0 | -2 | i | i | i | i | i
- CCCCN(CCCC)C(=O)C1(P(=O)(c2ccccc2)c2ccccc2)CCC1
  i | i | i | -0.1 | 0 | -22 | i | i | i | i | i
- Cc1c(C(=O)N(Cc2cccc(Br)c2)C2CCS(=O)(=O)C2)oc2ccccc12 (stereo not drawn)
  i | i | i | -0.5 | 5 | 7 | i | i | i | i | i
- S=c1[nH]cnc2sc(-c3ccccc3)cc12
  i | i | i | -23 | -5 | 16 | i | i | i | i | i
- O=C(Cn1c2c(c(=O)n3ncnc13)CCC2)N/N=C/c1ccc(Cl)cc1
  i | i | i | -0.1 | 6 | 5 | i | i | i | i | i
- CCOc1cc2[nH]c(=O)n(CCCC(=O)NCc3ccco3)c(=O)c2cc1OCC
  i | i | i | 0.7 | -4 | -1 | i | i | i | i | i
- Cc1ccc(C(OCC(O)CNCc2ccc(F)cc2)c2ccccc2)cc1 (stereo not drawn)
  i | i | i | 0.5 | 7 | 10 | i | i | i | i | i
- CCNC(=O)N1CCC(c2nc3ccccc3s2)CC1
  i | i | i | 0.5 | 1 | 6 | i | i | i | i | i
- CCC(=O)Nc1nc(C)c(Oc2ccccc2)c(=O)[nH]1
  i | i | i | 0.2 | -2 | -2 | i | i | i | i | i
- COc1ccc(CCNc2cc(=O)[nH]c(N)n2)cc1
  i | i | i | -0.4 | 4 | -3 | i | -6.8* | i | i | i
- COC(=O)c1ccccc1NC(=O)Nc1ccc(C(=O)N2CCCC2)cc1
  i | i | i | -1.2 | -5 | -7 | i | i | i | i | i
- CCN1C(=NCc2ccccc2)N[C@@H](c2ccccc2)[C@H](C(=O)OC)[C@H]1C
  i | i | i | -0.1 | -8 | -1 | i | i | i | i | i
- COc1ccc(-c2nnc3sc(COc4ccc(C)cc4)nn23)cc1
  i | i | i | -0.2 | 19 | 9 | i | i | i | i | i
- CCc1cc2cc3c(cc2nc1SCC(=O)Nc1nnc(C)s1)OCCO3
  i | i | i | -0.5 | -3 | -4 | i | i | i | i | i
- CC(=O)NC1=NN(C(C)=O)C(C)(c2ccccn2)S1 (stereo not drawn)
  i | i | i | -0.4 | -9 | -9 | i | i | i | i | i
- Cc1ccc(CNC(=O)/C=C/c2cccs2)cc1
  i | i | i | 1.5 | 7 | 1 | i | i | i | i | i
- CCNc1nc(Oc2ccc(=O)n(-c3ccccc3)n2)nc(N2CCOCC2)n1
  i | i | i | -0.3 | -1 | -3 | i | i | i | i | i
- COc1ccc(NCc2nc3ccccc3n2C)cc1
  i | i | i | 0.3 | 2 | 13 | i | i | i | i | i
- O=C(N/N=C/c1ccc(OC(=O)c2ccco2)cc1)c1ccc[n+]([O-])c1
  i | i | i | 0.7 | -12 | 1 | i | i | i | i | i
- Cc1c(Br)c([N+](=O)[O-])nn1CCCC(=O)NC(C)c1ccccc1 (stereo not drawn)
  i | i | i | -0.1 | -1 | 0 | i | i | i | i | i
- Cc1ccc(-n2nc3c(=O)n(CC(=O)NCCCc4ccccc4)nc(C)c3c2C)cc1
  i | i | i | -0.6 | 1 | -9 | i | i | i | i | i
- O=C(c1cc(Cl)cc(Cl)c1)N1CCOCC1
  i | i | i | -0.4 | 1 | 21 | i | i | i | i | i
- Cc1cc(C)cc(C(=O)NCC(=O)NCc2ccc(S(N)(=O)=O)cc2)c1
  i | i | i | -1.2 | 1 | -2 | i | i | i | i | i

High-throughput results: PubChem BioAssay, several laboratories

An unsorted share of the library; any-hit rate near 6.1%.
